3T3 cytotox: cytotoxic compounds in NIH 3T3 cells; NIH 3T3 viability, CellTiter-Glo ATP luminescence, 48-72 h; Potency, µM (series often up to 96.7 µM), inactives show top-dose activity change, negative = cytotoxicity, actives largely listed as inhibitors; 94,000 compounds, 4.3% hits; further: potency means the concentration at half of the fitted maximal effect; nearly all actives have a fitted effect of over 55% in size
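Luminescent ATP readout (CellTiter-Glo, 10 min RT) after 48 or 72 hr compound exposure of NIH 3T3 cells seeded at 400 cells/well in 1536-well format; quantitative HTS.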
IP6K1 inh: IP6K1 kinase inhibition. IP6K1 kinase, ADP-Glo luminescence, 2 h; hits give low values. 140,000 compounds, 0.81% hits. activity change, % (series mostly up to about 58 µM). AID 1645851. Q92551; in the data active means activity change below about -25%
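ADP-Glo luminescence measures ADP made by human IP6K1 during a 2 h RT reaction with ATP/IP6 (mix at 1.3 mM/130 uM); top library doses 57.5 and 19.1 uM final.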
SNCA expr inhib: SNCA gene expression inhibition; HEK-293 SNCA-luciferase knock-in, luminescence, 24 h; Potency, µM (titrated, usually from 57.2 µM), for the others: at the top dose activity change, negative = inhibition, usual class: inhibitors; 140,000 compounds, 0.17% hits; AID 1671194;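 further: potency means the concentration at half of the fitted maximal effect; plate controls were DMSO cells for no effect and cell-free wells for full effect; nearly all actives have a fitted effect of over 45% in size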
FLuc inh: inhibitors of firefly (Photinus pyralis) luciferase; P08659; purified P. pyralis luciferase, luminescence, biochemical; Potency, µM (series often up to 115 µM), without a hit: at the top dose activity change, negative = inhibition, actives largely listed as inhibitors; 76,000 compounds, 2.5% hits; further: potency means the concentration at half of the fitted maximal effect; nearly all actives have a fitted effect of over 65% in size
Target sequence (P08659 whole entry, looked up): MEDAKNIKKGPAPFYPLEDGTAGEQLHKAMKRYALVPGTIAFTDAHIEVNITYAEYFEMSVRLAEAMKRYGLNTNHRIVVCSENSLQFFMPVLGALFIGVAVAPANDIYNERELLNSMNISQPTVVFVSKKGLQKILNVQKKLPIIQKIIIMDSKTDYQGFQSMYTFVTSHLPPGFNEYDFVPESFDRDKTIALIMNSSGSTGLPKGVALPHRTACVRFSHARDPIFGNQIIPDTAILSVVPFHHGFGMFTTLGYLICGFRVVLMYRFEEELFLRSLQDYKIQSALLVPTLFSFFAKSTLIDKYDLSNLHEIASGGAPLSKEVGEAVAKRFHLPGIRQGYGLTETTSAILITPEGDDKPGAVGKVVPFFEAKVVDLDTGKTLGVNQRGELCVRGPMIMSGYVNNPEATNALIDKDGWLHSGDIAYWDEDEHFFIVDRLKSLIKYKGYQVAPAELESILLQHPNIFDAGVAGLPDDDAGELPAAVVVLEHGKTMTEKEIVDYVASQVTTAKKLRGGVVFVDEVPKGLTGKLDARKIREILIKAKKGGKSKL
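Biochemical qHTS: compound (6-point titration) added to 10uM D-luciferin plus 10uM ATP in Tris acetate pH 7.5 buffer with Mg, Tween-20 and BSA, then purified enzyme at 10nM; light output imaged.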
HEK293 viab: cell viability loss counter-screen. HEK-293-SNCA-luc viability, GF-AFC fluorescence, 24 h. Potency, µM (titrated, usually from 57.1 µM), without a hit: at the highest dose activity change, negative = cytotoxicity, most hits filed as cytotoxic. 150,000 compounds, 0.12% hits. AID 1671193;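 further: potency means the concentration at half of the fitted maximal effect; 0% = DMSO-treated cells and -100% = medium-only wells without cells; nearly all actives have a fitted effect of over 30% in size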
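Cytotoxicity counterscreen: after 24 h compound treatment of genome-edited SNCA-luciferase HEK-293 cells, live-cell protease substrate GF-AFC read by fluorescence after 30 min; activity scaled between DMSO (0%) and medium-only (-100%), curves Hill-fitted.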
GPT2 inh: blocks human glutamate pyruvate transaminase 2. Recombinant GPT2, coupled pyruvate oxidase/HRP Amplex Red fluorescence. 100,000 compounds, 0.25% hits. Potency, µM (highest dose often 57.7 µM), for the others: top-dose activity change, negative = inhibition, most hits filed as inhibitors; further: potency means the concentration at half of the fitted maximal effect; nearly all actives have a fitted effect of over 60% in size; many of its hits are not listed in these tables
Target sequence (Q8TD30 whole entry, looked up): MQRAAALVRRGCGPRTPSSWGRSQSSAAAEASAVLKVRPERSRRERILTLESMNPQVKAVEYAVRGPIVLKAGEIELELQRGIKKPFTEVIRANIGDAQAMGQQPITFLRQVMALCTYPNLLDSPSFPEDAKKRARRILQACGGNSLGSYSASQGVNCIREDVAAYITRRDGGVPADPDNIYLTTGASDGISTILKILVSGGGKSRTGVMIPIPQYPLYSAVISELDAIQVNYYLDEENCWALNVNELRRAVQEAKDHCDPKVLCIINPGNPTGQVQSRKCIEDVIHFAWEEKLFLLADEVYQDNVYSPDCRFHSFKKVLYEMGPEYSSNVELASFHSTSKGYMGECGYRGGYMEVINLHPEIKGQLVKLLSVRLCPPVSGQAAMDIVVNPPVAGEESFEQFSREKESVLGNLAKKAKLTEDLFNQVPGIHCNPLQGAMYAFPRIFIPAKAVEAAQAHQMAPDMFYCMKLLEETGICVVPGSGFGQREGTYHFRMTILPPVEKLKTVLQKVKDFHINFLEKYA
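Recombinant GPT2 (10ng/uL) with 250uM a-KG and 2mM L-alanine, 30 min at room temperature, in HEPES pH 7.5 buffer. Pyruvate detected by pyruvate oxidase/HRP/Amplex Red fluorescence after 30 min in the dark; AOA (50uM) as positive control.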
HEK293 tox: HEK 293 cell cytotoxicity; Potency, µM (titrated, usually from 115 µM), for inactives: top-dose activity change, negative = cytotoxicity, hits mostly inhibitors; 94,000 compounds, 6.6% hits; HEK 293 viability, ATP luminescence (CellTiter-Glo), 48-72 h; AID 1345083; further: potency means the concentration at half of the fitted maximal effect; nearly all actives have a fitted effect of over 60% in size
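Cells seeded first (HEK 293, 250 cells/well), then compound added by pintool. Incubation ran 48 or 72 hr at 37 degree Celsius. CellTiter-Glo was added and luminescence imaged after 10 min at room temperature.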
The depositor's hits bear a star; i = inactive; u = inconclusive; x = not tested or not shown; & = joins results of further samples; [ ] = remark or other dose. Unless noted, the call rests on the fitted dose curve; in most records, active means well fitted curve in the direction sought with a large enough effect; inconclusive means small, poorly fitted or top-dose-only effect, or another doubt; inactive means no such curve, though single readings can be large; an effect the other way counts as inactive or inconclusive. Unless noted, on the % scale 0 is the no-effect control and ±100 the full control effect.

1: c1cnc2[nH]cc(-c3nc4ccncc4[nH]3)c2c1
2: CCN1c2cc(C(=O)NCc3cc(F)ccc3F)ccc2C(=O)N2CCCCCC21 (centres undefined)
3: CCc1ccc(NC(=O)CSc2ncc(S(=O)(=O)c3cc(C)ccc3C)c(=O)[nH]2)cc1
4: O=C(NCc1ccc(F)cc1)c1cc(Sc2ccc(F)cc2F)nc2ccccc12
5: O=C(c1ccc(F)c(Cl)c1)N1CCC(n2cc(-c3nc(-c4ccccc4)no3)nn2)CC1
6: CC(C)(C)NC(=O)Cn1ccn2nc(-c3ccccc3)c(CO)c2c1=O
7: O=C(c1cc(Cl)ccc1F)N1CCCC(n2cc(-c3nc(-c4ccccc4)no3)nn2)C1 (centres undefined)
8: COc1ccc(NC(=O)CN2C(=O)c3cccnc3Sc3ccccc32)cc1OC
assay / entry	1	2	3	4	5	6	7	8
3T3 cytotox	u	u	x	x	u	i	u	x
IP6K1 inh	5&-3	-11	-16	-9	0	-3	0	10
SNCA expr inhib	16%&32%[87.6 µM]	u	8%	-3%	45%[activator]	-24%	22%	58%[activator]
FLuc inh	-19%[172 µM]	-13%	x	x	0%	5%	u	x
HEK293 viab	-4%&-1%[87.6 µM]	-6%[12.5 µM]	4%	-2%	-4%	5%	-29%	-7%
GPT2 inh	-10%[88.5 µM]	i	x	x	2%	i	i	x
HEK293 tox	u	u	x	x	u	0%	32µM*	x

9: CC(=O)N1CCC(C2CCN(S(=O)(=O)c3ccc(Cl)cc3C)C2)CC1 (centres undefined)
10: Clc1ccc(-c2nnc3n2CCN(CC2CCCCC2)C3)cc1
11: C[S+](=O)([O-])c1ccc(-c2nc(C(=O)N3CCCC3)n3ccncc23)cc1
12: Cc1ccc(-c2nnc([C@H]3CCN(Cc4cccc(C#N)c4)C3)o2)cc1
13: Cc1cc(C(=O)N2CCC3(CC(=O)Nc4ccccc4N3)C2)ccc1Cl (centres undefined)
14: O=C(COc1ccccc1)N[C@H]1CO[C@H]2[C@@H]1OC[C@@H]2Nc1nccc(-c2cccc(F)c2)n1
15: Cc1cc(C)cc(OCC(=O)Nc2ccc(-c3nc4ccccc4o3)cc2)c1
16: Cc1nc(SCC(=O)Nc2ccccc2F)[nH]c(=O)c1Cc1ccccc1
assay / entry	9	10	11	12	13	14	15	16
3T3 cytotox	-29%	-7%	-18%	u	u	-30%	x	x
IP6K1 inh	-8	-3	-8	16	32	-4	7	24
SNCA expr inhib	14%	-6%	u	41%[activator][87.6 µM]	4%	1%	44%[activator]	8%
FLuc inh	-4%	x	x	u	x	-4%	x	x
HEK293 viab	2%[12.5 µM]	-9%	u	-14%[87.6 µM]	7%	0%	3%	8%
GPT2 inh	i	-5%	-25%	-8%[88.5 µM]	1%	3%	x	x
HEK293 tox	u	-9%	-2%	u	-29%	-4%	x	x

17: O=C(c1ccc2c(c1)OCO2)N1CCCC2(CC(c3cccnc3)=NO2)C1 (centres undefined)
18: O=C(O)CC1(CC(=O)N[C@H]2CO[C@H]3[C@@H]2OC[C@@H]3n2nnnc2Oc2cccc(N3CCOCC3)c2)CCCC1
19: Cc1cnc(-c2cnc(NCCNc3ccc(C#N)cn3)nc2-c2ccc(Cl)cc2Cl)[nH]1
20: COc1ccc(-c2nccn3cc(C(=O)NCc4ccc(OC)c(OC)c4)nc23)cc1
21: O=C(NCc1ccccc1)c1cn2cc(-c3cccc(C(F)(F)F)c3)sc2n1
22: Cc1cc(C)cc(C(=O)N2CC(=O)Nc3ccc(C)cc3C2c2ccccc2)c1 (centres undefined)
23: Cc1cc(C)n(C)c(=O)c1C(=O)N1CCC2(CC1)CNC(C(=O)O)C2 (centres undefined)
24: Cc1ccc(C)c(Nc2nc3c(S(=O)(=O)c4ccc(Br)cc4)nnn3c3ccsc23)c1
assay / entry	17	18	19	20	21	22	23	24
3T3 cytotox	u	2%	x	-26%	-28%	x	-1%	x
IP6K1 inh	3	-1	-8	22	5	17	0	-7
SNCA expr inhib	20%	-11%	u	u	29%	10%	-25%	u
FLuc inh	x	-1%	x	-10%	x	x	-8%	x
HEK293 viab	-5%	3%	6%&14%	-15%	-19%	1%	-27%	-23%
GPT2 inh	i	1%	-23%&-12%	i	-36%	x	-21%	x
HEK293 tox	-19%	i	x	u	-6%	x	-14%	x

25: O=C(c1ccc(F)cc1)N1CCC2(CC1)N(c1ccccc1)C(=O)CS2(=O)=O
26: CCOc1cc(C(=O)Nc2ccc(-c3cn4cccnc4n3)cc2)cc(OCC)c1OCC
27: COc1ccc(NC(=O)Cn2ccn3nc(-c4ccccc4)c(CO)c3c2=O)cc1
28: CC(C)NC(=O)CN1CN(c2ccccc2)C2(CCN(C(=O)NCc3ccccc3)CC2)C1=O
29: CSc1cccc(NC(=O)Cn2c(-c3ccc(F)cc3)nc(C)c(CCO)c2=O)c1
30: Cc1noc(C)c1C(=O)N(C)C1CCc2nnc(C)n2CC1 (centres undefined)
31: O=S(=O)(c1ccccc1)N1CCC(N(Cc2cccnc2)C2CCOCC2)CC1
32: CCc1cnc2c(c1SCC(=O)N1CCC(C)CC1)c(=O)n(C)c(=O)n2C
assay / entry	25	26	27	28	29	30	31	32
3T3 cytotox	i	x	-16%	-9%	u	1%	u	x
IP6K1 inh	-6	15	2	0	-11	-15	4	-2
SNCA expr inhib	14%	-22%	16%	8%	-1%	u	21%	-4%
FLuc inh	9%	x	3%	-12%	-1%	-16%	1%	x
HEK293 viab	8%	-16%	-2%	3%	-14%	-3%	-1%	-28%
GPT2 inh	0%	x	i	4%	i	-2%	-6%	x
HEK293 tox	-5%	x	-4%	-7%	32µM*	-20%	-11%	x

33: COc1ccc(-c2nc(N3CCOCC3)c3sc(CN(C)c4ncc(C(=O)NO)cn4)cc3n2)cn1
34: O=C(CCC1N=C2c3ccccc3N=C(SCc3ccccc3F)N2C1=O)NCc1ccccc1 (centres undefined)
35: Cc1cn2nnc(C(=O)NCc3ccc4c(c3)OCO4)c2c(=O)[nH]1
36: O=C(CCc1nc2ccccc2[nH]1)N1CCN(C(=O)N2CC3CC(C2)[C@H]2CCCC(=O)N2C3)CC1 (some centres undefined)
37: O=C(COc1ccccc1)NC[C@H]1Cn2c(-c3ccc(Cl)cc3)cnc2CO1
38: COC(=O)c1ccc2c(=O)n(CCCCCC(=O)NCc3ccccc3)c(=O)[nH]c2c1
39: O=C(NCCc1ccccc1)N1CCCC(c2noc(COc3ccccc3)n2)C1 (centres undefined)
40: CC1=C[C@@H](CNC(=O)c2cccnc2)[C@H](C(C)C)C[C@H]1CC(=O)N1CCN(C)CC1
assay / entry	33	34	35	36	37	38	39	40
3T3 cytotox	x	x	4%	-8%	u	x	u	-10%[138 µM]
IP6K1 inh	x	-7	-2	8	12	12	22	-3
SNCA expr inhib	-14%	3%	-5%	-17%	5%[87.6 µM]	9%	2%	99%[activator][87.6 µM]
FLuc inh	x	x	40µM*	-9%	-10%[172 µM]	x	u	-40%[172 µM]
HEK293 viab	-10%	6%	6%	-4%	-17%[87.6 µM]	2%	10%[12.5 µM]	2%[87.6 µM]
GPT2 inh	4%	x	-2%	i	5%[88.5 µM]	x	2%	i
HEK293 tox	x	x	7%	3%	100µM*	x	u	-12%[172 µM]

6 compounds already listed, arranged by heavy-atom count, ascending:
35: Cc1cn2nnc(C(=O)NCc3ccc4c(c3)OCO4)c2c(=O)[nH]1
32: CCc1cnc2c(c1SCC(=O)N1CCC(C)CC1)c(=O)n(C)c(=O)n2C
39: O=C(NCCc1ccccc1)N1CCCC(c2noc(COc3ccccc3)n2)C1 (centres undefined)
38: COC(=O)c1ccc2c(=O)n(CCCCCC(=O)NCc3ccccc3)c(=O)[nH]c2c1
36: O=C(CCc1nc2ccccc2[nH]1)N1CCN(C(=O)N2CC3CC(C2)[C@H]2CCCC(=O)N2C3)CC1 (some centres undefined)
33: COc1ccc(-c2nc(N3CCOCC3)c3sc(CN(C)c4ncc(C(=O)NO)cn4)cc3n2)cn1
assay / entry	35	32	39	38	36	33
3T3 cytotox	4%	x	u	x	-8%	x
IP6K1 inh	-2	-2	22	12	8	x
SNCA expr inhib	-5%	-4%	2%	9%	-17%	-14%
FLuc inh	40µM*	x	u	x	-9%	x
HEK293 viab	6%	-28%	10%[12.5 µM]	2%	-4%	-10%
GPT2 inh	-2%	x	2%	x	i	4%
HEK293 tox	7%	x	u	x	3%	x

Following part:
41: COc1ccc(NC(=O)CCn2nc(-c3ccccc3OC)c3c(C)cc(C)nc32)cc1
42: CN1C(=O)C(CC(=O)N2CCN(Cc3cccc(Cl)c3)CC2)=C2CCCCC21 (centres undefined)
43: COc1cc(NC(=O)CSc2nc3nc(C)c(Cc4ccccc4Cl)c(C)n3n2)cc(OC)c1
44: O=C(C1CCCN1c1nc2ncccc2o1)N1CCN(c2ncccn2)CC1 (centres undefined)
45: O=C(Cn1nc2n(c1=O)CCCC2)Nc1ccccc1
46: COc1cccc(-c2ccc(C(=O)NCCN[S+](=O)([O-])c3cccc(C(F)(F)F)c3)cc2)c1
47: CN(C)C(=O)CC1CCCCN(Cc2ccccc2)C1=O (centres undefined)
48: O=C(NCc1ccc(Cl)nc1)c1cccn2cncc12
assay / entry	41	42	43	44	45	46	47	48
3T3 cytotox	x	-28%	x	-13%	-24%	u	-14%	-17%[138 µM]
IP6K1 inh	-6	4	-11	2	-11	2	32	8
SNCA expr inhib	-28%	-13%	2%	-5%	45%[activator]	x	-7%	50%[activator][87.6 µM]
FLuc inh	x	4%	x	-1%	-20%	x	-5%	-2%[172 µM]
HEK293 viab	-14%	2%	-7%	u	-1%	x	0%	7%[87.6 µM]
GPT2 inh	x	i	x	i	u	x	-3%	u
HEK293 tox	x	u	x	-1%	4%	32µM*	-29%	i

49: O=C1NC(=NC2CCCCC2)C2(CCCN(Cc3ccsc3)C2)N1c1cccnc1 (centres undefined)
50: Cn1ncc2c(C(=O)NCc3ccc(Cl)cc3)cc(-c3ccccc3C(F)(F)F)nc21
51: N[C@H]1CN(C(=O)c2ccc(Cn3cnnn3)cc2)C[C@@H]1C1CC1
52: CC(C)NC(=O)C1CCCN(Cc2cccc(-c3cccs3)c2)C1 (centres undefined)
assay / entry	49	50	51	52
3T3 cytotox	u	u	2%	u
IP6K1 inh	-7	16	-8	8
SNCA expr inhib	23%	x	31%[activator]	x
FLuc inh	x	x	5%	x
HEK293 viab	0%	x	0%	x
GPT2 inh	u	x	i	x
HEK293 tox	-20%	32µM*	9%	u

Assay outcomes from PubChem.
